Screens from PubChem BioAssay.
Insulin prom inh = TRM-6 insulin promoter activity inhibition | actives 0.9% (n = 130,000) | inhibition, % at 2 µM | TRM-6 cells (human fetal islet line), insulin promoter-eGFP reporter, imaging; reporter expression induced with tamoxifen;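 active means inhibition above the mean plus 3 SD, with well images judged a real hit on visual review, cut at about 60% in these data, passing the limit was not always enough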
sdo1 growth = restores growth of sdo1-depleted yeast. S. cerevisiae sdo1-depleted JHY4D growth rescue, OD600 30 h; hits give high values; pdr5 snq2 efflux-pump mutant strain. actives 0.21% (n = 140,000). AID 817. z-score at 10 µM;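 active means z-score above 3 at both the 24 hr and the 30 hr optical density reads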;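 further: z-score against mean and SD of all compound wells on the same plate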
sdo1 growth Rescue 24 h = also measured in sdo1 growth; calls as there; z-score; S. cerevisiae sdo1-depleted JHY4D growth rescue, OD600; measured here: growth rescue at 24 h;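 0 is the plate mean of compound wells and units are plate SD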
Starred values were filed as active, the others as inactive; i = inactive; · = no result given. These rows are one share of the data. The share of hits here may be higher or lower than overall.

sdo1 growth,sdo1 growth Rescue 24 h,Insulin prom inh,SMILES
-0.03,-0.98,34,O=C(NN=C1CCN(Cc2ccccc2)CC1)c1cccc(S(=O)(=O)Nc2ccccc2Cl)c1
·,·,22,COc1ccc(NC(=O)CN2C(=O)N(C)Cc3ccccc32)c(C)c1
-2.4,-1.9,34,CCOC(=O)c1cc2c(C)n(-c3ccc(C)cc3)c(C)c2ccc1=O
0.15,0.33,67*,Cc1ccc(NCc2cccnc2)c(Br)c1
·,·,-14,O=c1c2ccccc2cnn1-c1nc2ccccc2[nH]1
0.05,-0.54,10,Cc1cc(NC(=O)C2CCCN2C(=O)Nc2c(C)cccc2C)ccc1-n1cnnn1 (stereo not given)
-1,-1.3,-38,Cc1c(NC(=O)c2ccccc2NS(=O)(=O)c2ccc(Br)cc2)c(=O)n(-c2ccccc2)n1C
·,·,50,CC(=O)c1ccc(N2CCN(C(=O)Nc3ccc(C(C)C)cc3)CC2)cc1
-0.28,-0.57,-9,CCOc1ccccc1C1C(C#N)=C(N)Oc2n[nH]c(CC)c21 (stereo not given)
·,·,-16,CCn1cc(C(C)NC(=O)Nc2ccc3c(c2)OCO3)c(C)n1 (stereo not given)
0.13,0.14,-71,CN1CCN(C(=O)c2ccc3c(c2)N(Cc2ccc(Cl)cc2)C(=O)c2ccccc2S3=O)CC1 (stereo not given)
-0.34,0.13,·,COc1ccccc1-c1nc2ccccc2nc1-c1ccccc1OC
·,·,-44,O=C(O)/C=C\C(=O)Nc1ccc(OC(F)F)cc1
-1.9,-1.3,-38,O=C(CSc1nc(-c2ccccc2)cs1)NC(=O)NCc1ccco1
0.58,0.69,·,Cc1nc2sc(C(c3cccs3)N3CC(C)CC(C)C3)c(O)n2n1 (stereo not given)
0.36,0.14,2,CCCS(=O)(=O)N1CCN(C(=O)c2ccco2)CC1
0.88,1.1,34,CC(=O)NS(=O)(=O)c1ccc(NC(=S)NC(=O)C(C)(C)C)cc1
-1.1,-0.95,-9,COc1ccc(CCNC(=O)CSc2nc3cc(Cl)ccc3o2)cc1OC
-0.16,-1.2,-13,Oc1ccc(Cl)cc1C=NCCc1ccccc1
0.25,-0.49,42,O=C(O)c1cc(NCc2ccc3c(c2)OCO3)ccc1N1CCOCC1
·,·,21,C#CCN1C(=O)C(O)(CC(=O)/C=C/c2ccco2)c2ccccc21 (stereo not given)
-1.1,-1.8,13,COc1cc(C(=S)N2CCCC2)cc(OC)c1OS(=O)(=O)c1ccc(NC(C)=O)cc1
1.6,1.7,-29,CCOC(=O)N/N=C\c1sccc1C
·,·,38,CCn1c(CC(=O)Nc2ccc(C)cc2)n[nH]c1=S
·,·,8,Cc1ccc(C(=O)Nc2ccccc2C(=O)NC(Cc2c[nH]c3ccccc23)C(=O)O)cc1 (stereo not given)
0.6,-0.01,·,O=C(c1cc([N+](=O)[O-])cc([N+](=O)[O-])c1)N1CCOCC1
0.04,0.78,38,COc1ccc(Oc2cn[nH]c2-c2ccc(O)cc2O)cc1
-0.65,-0.49,3,CCOc1ccc(NC2=NCCC(=O)N2Cc2cccs2)cc1
-0.01,-0.05,30,COC(=O)CNC(=O)C1CCN(c2nc(C)cc(C)n2)CC1
·,·,40,COc1ccc(NC(=S)NCC(c2cccnc2)N2CCOCC2)cc1 (stereo not given)
·,·,38,Cn1c(Cc2ccc3c(c2)OCO3)nnc1SCC(=O)NC(C)(C)C
·,·,33,COc1cc([N+](=O)[O-])c2nccnc2c1
1.4,1.7,·,O=C(CC(=O)N1CCN(c2ccccn2)CC1)Nc1ccc2nc3n(c(=O)c2c1)CCCCC3
0.53,-0.28,-12,CCOCc1cc(C)[nH]c(=O)c1C#N
0.77,1.3,·,Cc1cccc(CS(=O)(=O)Cc2ccc(C(=O)NCCCN3CCOCC3)o2)c1
0.73,-0.11,44,CC1=C(C(N)=O)C(c2cccs2)n2nc(-c3cccc(Cl)c3)nc2N1 (stereo not given)
-0.64,-1.1,3,Cn1c(=O)[nH]c(=O)c2c1nc(CN(Cc1ccccc1)Cc1ccccc1)n2CCN1CCOCC1
·,·,40,O=C(CSc1nnc(-c2cccs2)o1)NCc1ccco1
·,·,-29,Cc1sc2ncnc(OCc3nnc(-c4cccs4)o3)c2c1C
1.2,0.87,30,Cc1[nH]nc(N2CCCCCC2)c1[N+](=O)[O-]

Record cards, as listed above. Order of values: sdo1 growth, sdo1 growth Rescue 24 h, Insulin prom inh
CCOc1ccc(NC2=NCCC(=O)N2Cc2cccs2)cc1 in the list: -0.65, -0.49, 3
O=c1c2ccccc2cnn1-c1nc2ccccc2[nH]1 in the list: ·, ·, -14
CCOCc1cc(C)[nH]c(=O)c1C#N in the list: 0.53, -0.28, -12
Cc1cccc(CS(=O)(=O)Cc2ccc(C(=O)NCCCN3CCOCC3)o2)c1 in the list: 0.77, 1.3, ·
Cc1[nH]nc(N2CCCCCC2)c1[N+](=O)[O-] in the list: 1.2, 0.87, 30

Returning to the listing, starting six compounds before the break.
sdo1 growth,sdo1 growth Rescue 24 h,Insulin prom inh,SMILES
0.77,1.3,·,Cc1cccc(CS(=O)(=O)Cc2ccc(C(=O)NCCCN3CCOCC3)o2)c1
0.73,-0.11,44,CC1=C(C(N)=O)C(c2cccs2)n2nc(-c3cccc(Cl)c3)nc2N1 (stereo not given)
-0.64,-1.1,3,Cn1c(=O)[nH]c(=O)c2c1nc(CN(Cc1ccccc1)Cc1ccccc1)n2CCN1CCOCC1
·,·,40,O=C(CSc1nnc(-c2cccs2)o1)NCc1ccco1
·,·,-29,Cc1sc2ncnc(OCc3nnc(-c4cccs4)o3)c2c1C
1.2,0.87,30,Cc1[nH]nc(N2CCCCCC2)c1[N+](=O)[O-]
0.24,0.71,-11,CCn1c(Cn2nnc(-c3ccccc3)n2)nnc1SCC(=O)Nc1ccc(N(C)C)cc1
-0.46,1,6,S=c1[nH]nc(-c2ccc3ccccc3n2)n1-c1cc(Cl)cc(Cl)c1
·,·,-7,COc1cccc(N=C(N)N)c1
-0.6,-1.1,0,CN1CCc2c(sc3c2C(=O)NC(c2ccco2)N3)C1 (stereo not given)
0.01,2.5,·,CCCCCCN1C=C/C(=C\C=C(C#N)C#N)c2ccccc21
0,0.24,3,O=c1c(CN2CCN(Cc3ccccc3)CC2)coc2ccc(Cl)cc12
-0.22,0.57,-25,CCCCc1ccc(NC=C2C(=O)OC3(CCCCC3)OC2=O)cc1
0.14,-0.25,-8,COc1ccc(NS(=O)(=O)c2ccc(N3CCCC3)c(NC(=S)Nc3cccc(S(=O)(=O)N(C)C)c3)c2)cc1
·,·,-27,CN(C)CCNC(=O)Cc1ncc(C(F)(F)F)cc1Cl
-0.9,-0.9,25,CC(C)Cn1cc(C(=O)NCC2CCCO2)c2c3ccccc3n(C)c2c1=O (stereo not given)
-0.12,-0.13,-190,O=C(NCc1ccco1)c1sc2cc(F)ccc2c1Cl
1.7,1.4,9,COc1ccc(CCN2C(=O)C(O)=C(C(=O)c3ccco3)C2c2cccs2)cc1OC (stereo not given)
0.48,-0.45,20,O=C(CN1CCC(c2nc3ccccc3[nH]2)CC1)NCc1ccc2c(c1)OCO2
1.2,1.2,-343,CCC(C)C(NC(=O)C(C)NC(=O)CNC(=O)CNC(=O)OCc1ccccc1)C(=O)OC (stereo not given)
-0.12,-0.12,55,CCCN(Cc1ccccc1)S(=O)(=O)c1ccc(N2C(=O)CCC2=O)cc1
0.15,-0.27,5,O=C(NCc1ccccn1)c1ccc(/C=N/O)nc1
1.3,1.4,-7,OCCN(/C=N/c1nc(-c2ccc(Br)cc2)cs1)CCO
-0.91,-0.42,-66,O=C1CC(SC(=Nc2ccccc2)Nc2ccccc2)C(=O)N1c1ccc(Cl)c(Cl)c1 (stereo not given)
0.29,-0.47,·,Cc1ccc(C2CC(c3ccc(NS(C)(=O)=O)cc3)=NN2C(=O)c2ccco2)cc1 (stereo not given)
0.28,0.39,-34,CCOC(=O)CNC(=S)N(Cc1cccs1)C1CCCCC1
·,·,-21,NNc1nc(-c2ccccc2)c2ccccc2n1
1.3,1.4,8,Cc1c(C(=O)Oc2ccc(F)cc2)sc2ncn(Cc3cccc(F)c3)c(=O)c12
-0.99,-1.1,-10,O=C(/C=C/c1ccco1)Nc1ccc2nn(-c3ccccc3)nc2c1
·,·,-42,CN(C)S(=O)(=O)c1cc(NC(=O)CN2CCCc3ccccc32)ccc1Cl
0.97,0.03,-5,Cc1ccsc1C(=O)Nc1ccc(C(=O)O)cc1
1.4,0.84,31,Cc1cc2c(=O)n(CC(=O)NCC(=O)N3CCN(Cc4ccccc4)CC3)cnc2s1
-1.6,-0.82,0,CCn1c(C(=O)OC)cc2c1ccn2-c1ccc(F)cc1
0.5,0.18,60,FC(F)(F)c1cccc(NC(=S)NCc2ccccn2)c1
-1.4,-0.78,·,CCc1ccc(NC(=O)CN(c2ccc3c(c2)OCO3)S(=O)(=O)c2c(C)noc2C)cc1
-0.36,-0.12,-37,O=C(CCSc1ccc(Cl)cc1)N1CCCCCC1
-0.65,-1.1,·,CN(CC#CCC(c1ccccc1)c1ccccc1)C(C)(C)C
·,·,39,CC(C)Cn1c(CN2CCN(C(=O)c3ccco3)CC2)nc2c1c(=O)n(C)c(=O)n2C
-1.2,-0.56,14,COc1ccccc1/C=C/C(=O)c1ccc(NC(C)=O)cc1
0.88,0.53,-54,COc1ccc(C(=O)NNC(=O)CSc2nnc(COc3ccccc3)n2C)cc1
-0.23,0.21,-2,CCOC(=O)C1CCN(C(=O)Nc2ccc(OC)c(OC)c2)CC1
·,·,0,CCOc1ccc(N(Cc2ccc(OC)cc2)C(=O)c2ccco2)cc1
1.4,1.6,55,C=CCn1c(Cc2ccc(OCC)cc2)nnc1SCC(N)=O
1.4,2.3,·,Cc1ccc(S(=O)(=O)N2CCN(C(=O)c3c(C)nn(-c4ccccc4)c3Cl)CC2)cc1
-0.85,-0.92,-20,CC(C(=O)O)n1c(C(F)(F)F)nc2ccccc21 (stereo not given)
-0.66,0.11,29,CCCOC(=O)c1ccc(NC(=O)Oc2ccccc2)cc1
-0.1,-0.34,87*,CCCc1nc2ccccc2c2nc(N)nn12
·,·,-57,CCOC(=O)c1oc2ccc(S(=O)(=O)n3nc(-c4cc(OC)c(OC)c(OC)c4)cc3N)cc2c1C
-1.1,-0.81,·,CC(C)(C)c1ccc(S(=O)(=O)N2CCCCC2C(=O)NCc2ccccn2)cc1 (stereo not given)
0.38,1.4,20,COc1ccc(/C=N/Nc2nc(-c3ccc(Cl)cc3)cc(C(F)(F)F)n2)c(OC)c1
0.2,-0.5,·,Cc1ccc(C(=O)NCCc2sc(C)nc2C)cc1
·,·,47,COc1ccc(C2CC(c3ccccc3)=NN2C(=O)COC(=O)c2nc3nccc(C)n3n2)cc1 (stereo not given)
0.16,0.44,-56,O=C(NCc1cccnc1)/C(=C/c1ccc(-c2cccc(C(F)(F)F)c2)o1)NC(=O)c1ccccc1
-0.2,-0.04,11,CCSc1nc(-c2cccnc2)ccc1C#N
0.79,1,-17,CC(=O)Nc1ccc(C(=O)N/N=C/c2cccnc2)cc1
-0.66,-0.94,7,O=C(N/C=C/c1ccc(Cl)cc1)NCc1ccc(Cl)cc1
-1,-0.44,19,CCCn1c(=N)c(C(=O)NC2CCCC2)cc2c(=O)n3cccc(C)c3nc21
-0.43,-0.22,-34,CCCCSc1nc2sc3c(c2c(=O)[nH]1)CCC3
-0.01,0.07,i,Cn1c(C(=O)OC(C(=O)NCc2ccco2)c2ccncc2)cc2sccc21 (stereo not given)
-0.56,0.07,-19,Cc1cc(C)cc(Oc2cc(NC(=O)c3cn(C)nc3C)cc([N+](=O)[O-])c2)c1
-1.6,-1.7,17,COc1cc(/C=C2\CCc3ccccc3C2=O)cc(OC)c1OC
0.01,-0.82,22,C/C(CCc1ccco1)=N/NC(=O)CCC(=O)Nc1ccc(Br)cc1
·,·,-12,O=C(Nc1cccc2ccccc12)OCc1cncs1
-0.2,-0.69,·,O=C(OCC(=O)N1CCCc2ccccc21)c1cncc(Br)c1
1.1,0.38,·,CCOC(=O)C(CCSC)NC(=O)CN (stereo not given)
1.5,1.7,-406,C=CCc1c(C)nc(N)[nH]c1=O

Remaining list, next part
sdo1 growth,sdo1 growth Rescue 24 h,Insulin prom inh,SMILES
-1.1,-1.2,14,Cc1ccc(C(=O)NCc2ccco2)cc1S(=O)(=O)Nc1cccc(C)c1C
-0.34,-0.51,21,CCn1c(-c2cc(-c3ccccc3OC)nc3ccccc23)n[nH]c1=S
-0.49,-1.7,·,CCCC(=O)Nc1ccc2c(c1)nc1n2CCSC1
1.2,1.1,-113,CCOC(=O)c1cc2cc(OC)ccc2[nH]1
-1.1,0.13,43,Cc1ccc(-c2n[nH]c(=S)n2/N=C/C=C\c2ccccc2[N+](=O)[O-])cc1
0.29,0.01,·,CCOC(=O)C1=NN(C(C)=O)C2(CC(=O)N(c3cccc(C)c3)C2=O)C1 (stereo not given)
0.84,0.56,·,COc1cccc(Cn2nnc(C(=O)NCc3ccc(F)cc3)c2N)c1
-0.26,-0.44,66*,Cc1nn(C2CCS(=O)(=O)C2)c(Cl)c1/C=C/C(=O)OCC(=O)Nc1ccccc1OC(F)F (stereo not given)
2,2.9,-4,O=C(CCCC(=O)OCC(=O)c1ccc(F)cc1)Nc1cc(C(F)(F)F)ccc1Cl
1,1.2,·,c1ccc2cc3[nH]c(CN4CCCCC4)nc3cc2c1
0.21,0.06,11,COc1ccc(CCNc2oc(-c3ccccc3OC)nc2C#N)cc1
